Assay outcomes: PubChem, National Center for Advancing Translational Sciences (NCATS)
EPAC1 agonist: agonists of human EPAC1; EPAC1 agonist qHTS, biochemical assay; response scale: 100% = response to 6.5 mM cAMP; O95398; 0.073% of 360,000 active; Potency, µM (top dose mostly 154 µM), for the others: at the top dose activation, usual class: activators; also: potency is read from the fitted curve at half-maximal effect; nearly all actives have a fitted effect of over 60% in size
Target sequence (O95398 whole entry, looked up): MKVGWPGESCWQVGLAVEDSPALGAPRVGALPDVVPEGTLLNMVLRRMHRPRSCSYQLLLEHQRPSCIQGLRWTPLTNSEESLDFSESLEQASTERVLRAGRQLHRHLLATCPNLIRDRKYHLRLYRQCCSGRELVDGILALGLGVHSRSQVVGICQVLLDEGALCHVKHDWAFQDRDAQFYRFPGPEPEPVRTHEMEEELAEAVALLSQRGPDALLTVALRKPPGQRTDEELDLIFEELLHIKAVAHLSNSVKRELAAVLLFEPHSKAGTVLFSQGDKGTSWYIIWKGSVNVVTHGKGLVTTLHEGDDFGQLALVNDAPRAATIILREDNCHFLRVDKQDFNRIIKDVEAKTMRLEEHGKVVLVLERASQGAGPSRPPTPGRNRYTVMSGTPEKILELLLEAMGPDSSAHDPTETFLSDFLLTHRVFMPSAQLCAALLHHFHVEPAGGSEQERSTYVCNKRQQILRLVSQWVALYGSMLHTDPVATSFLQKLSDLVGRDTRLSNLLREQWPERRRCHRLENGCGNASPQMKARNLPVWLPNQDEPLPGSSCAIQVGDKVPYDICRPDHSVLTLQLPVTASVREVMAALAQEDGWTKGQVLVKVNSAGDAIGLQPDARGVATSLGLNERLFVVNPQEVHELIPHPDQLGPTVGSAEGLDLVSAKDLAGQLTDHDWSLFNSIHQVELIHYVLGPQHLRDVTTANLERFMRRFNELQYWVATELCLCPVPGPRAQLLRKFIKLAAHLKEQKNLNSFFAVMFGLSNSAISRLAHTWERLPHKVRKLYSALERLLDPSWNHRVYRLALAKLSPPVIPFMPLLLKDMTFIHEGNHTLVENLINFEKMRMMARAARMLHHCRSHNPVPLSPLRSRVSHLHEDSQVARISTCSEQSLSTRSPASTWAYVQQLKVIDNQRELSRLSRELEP
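EPAC1 100 nM, Rap1B–BODIPY-GDP 250 nM, unlabeled GDP 50 uM; compound titration; 5 min RT; kinetic read ex480/em540 at 5-min intervals ×30 min; data normalized to 6.5 mM cAMP agonist control.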
WRN helicase inh: WRN helicase (human) inhibition | WRN helicase unwinding, fluorescent forked duplex, kinetic | Potency, µM (doses to about 114 µM), for inactives: top-dose activity change, negative = inhibition, most hits filed as inhibitors | 0.46% of 360,000 active | AID 651768; also: potency is read from the fitted curve at half-maximal effect; % is scaled to controls: 0 for no effect and ±100 for the full control effect; nearly all actives have a fitted effect of over 55% in size
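Fluorescence dequenching readout, ex 525 nm/em 598 nm, kinetic mode: forked duplex DNA (100 nM final) with adjacent fluorophore and quencher unwound by WRN (20 nM final) with 2 mM ATP. Compound preincubation 15 min, room temperature.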
PI5P4K alpha inh: PI5P4K alpha (human) kinase inhibition; P48426; PI5P4Kalpha enzyme, ADP-Glo luminescence, 60 min; active compounds read low; max response, %; 1.2% of 330,000 active; active = max response of -50% or lower; inconclusive = between -30% and -50%; inactive = -30% or higher; also: value at the top dose of about 77 µM; % is scaled to controls: 0 for no effect and ±100 for the full control effect
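Enzyme plus substrate dispensed, test compounds pinned in, then ATP (5 microM final) added. After 60 min at RT, ADP-Glo reagent 1 for 45 min and reagent 2 for 30 min preceded luminescence imaging.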
EPAC2 agonist: EPAC2 (human) agonism; Q8WZA2; EPAC2 activation, biochemical qHTS; response scale: 100% = 6.5 mM cAMP response; Potency, µM (highest dose often 154 µM), for the others: at the highest dose activation, hits mostly activators; 0.079% of 360,000 active; AID 720711; also: potency is read from the fitted curve at half-maximal effect; nearly all actives have a fitted effect of over 50% in size
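EPAC2 (100 nM) mixed with Rap1B loaded with BODIPY-GDP (250 nM) plus 50 uM unlabeled GDP; compounds pinned in, 5 min RT, then read every 5 min for 30 min (ex 480, em 540 nm). Normalized to cAMP control.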
IL2 activator: activates IL-2 in a cell-based reporter assay | AID 652025 | 0.065% of 360,000 active | activation, % (series mostly up to about 46 µM) | IL-2 activation reporter assay, cell-based qHTS; stimulated with anti-CD3/CD4/CD28 beads; in transgenic mouse T cells; in the data active = activation above about 50%; inconclusive = mostly about 30% to 49%; also: 0% is about no effect
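EGFP and DsRed fluorescence is measured by plate cytometry in unstimulated transgenic mouse T cells exposed to compound for 60 minutes, then stimulated 18 hours at 37 degrees C with anti-CD3/anti-CD4 beads plus anti-CD28.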
EPAC1 antag: blocks human EPAC1 exchange factor; EPAC1 GEF assay, Rap1b-BODIPY-GDP exchange fluorescence; Potency, µM (series often up to 115 µM), without a hit: at the highest dose activity change, negative = inhibition, actives largely listed as inhibitors; 0.14% of 360,000 active; AID 720709;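 also: potency is read from the fitted curve at half-maximal effect; plate controls were vehicle for no effect and positive control for full effect; nearly all actives have a fitted effect of over 50% in size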
PLK1 PBD inh: inhibitors of human PLK1 polo-box domain binding. P53350. Plk1 PBD binding of FITC phosphopeptide, fluorescence polarization. Potency, µM, without a hit: max response, negative = inhibition, most hits filed as inhibitors. 2.8% of 360,000 active; also: potency is read from the fitted curve at half-maximal effect; series mostly up to about 57 µM; % is scaled to controls: 0 for no effect and ±100 for the full control effect; nearly all actives have a fitted effect of over 65% in size
CCT modulator: cytosolic chaperonin activity modulation | purified chaperonin ATPase assay, HTRF ADP detection, 30 min | activity change, % (test concentration not listed), hits read low | 0.3% of 360,000 active; in the data active = activity change below about -30%; also: % is scaled to controls: 0 for no effect and ±100 for the full control effect
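TRiC at 40 or 20 nM final (batch-dependent) in 30 mM Tris pH 7.4, 100 mM KCl, 5 mM MgCl2, 1 mM DTT, with compound at single 76 uM and 10 uM ATP, 30 min at 37 deg C. ADP detected by HTRF Transcreener, 665/615 ratio.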
* marks the source's active call; other numbers are inactive results; ? = inconclusive; nt = no result given; [ ] = remark or other dose. Unless noted, calls follow the shape of the dose curve; as a rule, active = well fitted curve in the direction sought with a large enough effect; inconclusive = small, poorly fitted or top-dose-only effect, or another doubt; inactive = no such curve, though single readings can be large; an effect the other way counts as inactive or inconclusive.

SMILES	EPAC1 agonist	WRN helicase inh	PI5P4K alpha inh	EPAC2 agonist	IL2 activator	EPAC1 antag	PLK1 PBD inh	CCT modulator
COc1ccc(Nc2cc(C)nc(N3CCOCC3)n2)cc1	-2%	-8%	-1	12%	-0.9	-9%	-3%	-1.8
Cc1ccc(C)c(-n2nnnc2Sc2nc([N+](=O)[O-])nn2C)c1	-7%	-3%	11	6%	1.1	-4%	-5%	0.1
CCSc1nnc(NC(=O)C(C)(C(F)(F)F)C(F)(F)F)s1	-5%	-3%	-5	-21%	-2.6	4%	-16%	-1.3
COc1ccc(OC)c(S(=O)(=O)N(C)CC(=O)O)c1	0%	-6%	-4	1%	-0.4	1%	-3%	1.1
COc1cc2c(=O)n(CCC(=O)NCC3CCCO3)c(=O)n(CC(=O)Nc3ccc(F)cc3)c2cc1OC (stereo unspecified)	-4%	7%	0	6%	0.1	6%	0%	-1.2
CCCn1c(C(O)c2cccc(OC)c2)nc2ccccc21 (stereo unspecified)	-1%	-7%	-1	17%	3.1	-6%	-3%	-5.3
COC(=O)c1c(NC(=O)c2ccc(C)o2)sc2c1CCCCC2	16%	-12%	5	4%	0.3	-8%	-24%	-2.7
CC(C)(C)c1nc(SCC(=O)Nc2ccc3c(c2)OCCO3)c2ccccc2n1	13%	-10%	nt	16%	-0.3	6%	-5%	-1.2
COc1ccc(S(=O)(=O)NCc2ccccn2)cc1NC(=O)c1ccc(C)cc1	-4%	-4%	7	-2%	1.7	-16%	6%	-0.9
Cc1ccc(S(=O)(=O)NCc2ccco2)c(C)c1C	2%	-15%	5	-4%	0.3	9%	-11%	0.3
CCOc1ccc(OCC)c(NC(=O)C2CCN(S(=O)(=O)c3cnc[nH]3)CC2)c1	9%	12%	-3	8%	-1.5	-20%	?	1.8
Cc1nc2nc(CCNS(=O)(=O)c3ccc(Cl)cc3)cn2nc1C	2%	13%	-8	5%	-0.5	16%	0%	-0.6
CCc1ccccc1NC(=O)c1nnn(CC(=O)Nc2cccc(C)c2)c1N	1%	4%	0	2%	-1.9	-1%	-8%	-0.2
CC1CCCN(C2=C(NS(=O)(=O)c3ccc(Br)cc3)C(=O)c3ccccc3C2=O)C1 (stereo unspecified)	4%	6%	1	14%	-6.1	5%	?	-1.0
Cn1ccnc1/C(=N\NC(=O)c1ccc(O)cc1)c1cccc([N+](=O)[O-])c1	-9%	-4%	3	-2%	-2.1	-9%	-3%	0.5
CN(C)S(=O)(=O)c1ccc(S(=O)(=O)N2CCCC(C(=O)NC3CC3)C2)cc1 (stereo unspecified)	7%	-2%	4	8%	-0.2	6%	-4%	-0.6
CN1CCC(N(C)C(=O)NC2CCCCC2)CC1	5%	-3%	5	10%	1.2	1%	-1%	-0.8
CNS(=O)(=O)c1cccc(C(=O)OCC(=O)Nc2ccccc2F)c1	4%	6%	22	24%	0.7	?	0%	-2.5
CC(=O)NC(Cc1ccc(F)cc1)C(=O)O (stereo unspecified)	-2%	2%	nt	0%	-0.7	-2%	3%	-0.1
CCCc1nc2c3ccccc3ccn2c1Cc1ccc(OC)cc1C	-2%	-7%	4	20%	-0.8	-25%	-13%	-2.2

The closing 6 records of the part before are carried over, then new ones follow:
SMILES	EPAC1 agonist	WRN helicase inh	PI5P4K alpha inh	EPAC2 agonist	IL2 activator	EPAC1 antag	PLK1 PBD inh	CCT modulator
Cn1ccnc1/C(=N\NC(=O)c1ccc(O)cc1)c1cccc([N+](=O)[O-])c1	-9%	-4%	3	-2%	-2.1	-9%	-3%	0.5
CN(C)S(=O)(=O)c1ccc(S(=O)(=O)N2CCCC(C(=O)NC3CC3)C2)cc1 (stereo unspecified)	7%	-2%	4	8%	-0.2	6%	-4%	-0.6
CN1CCC(N(C)C(=O)NC2CCCCC2)CC1	5%	-3%	5	10%	1.2	1%	-1%	-0.8
CNS(=O)(=O)c1cccc(C(=O)OCC(=O)Nc2ccccc2F)c1	4%	6%	22	24%	0.7	?	0%	-2.5
CC(=O)NC(Cc1ccc(F)cc1)C(=O)O (stereo unspecified)	-2%	2%	nt	0%	-0.7	-2%	3%	-0.1
CCCc1nc2c3ccccc3ccn2c1Cc1ccc(OC)cc1C	-2%	-7%	4	20%	-0.8	-25%	-13%	-2.2
O=C1CCCN1c1ccc([N+](=O)[O-])cc1	5%	6%	2	10%	0.6	22%	-13%	-1.9
O=C(N/N=C/c1ccc(C(F)(F)F)cc1)c1ccc(O)cc1	-2%	-9%	-5	1%	0.0	1%	-14%	-3.3
Cn1c(SCc2ccccc2F)nc2ccccc2c1=O	-7%	-8%	2	10%	0.5	-12%	2%	-1.6
Oc1ccccc1-c1n[nH]c(-c2ccccc2O)n1	-10%	-5%	15	-1%	1.5	-4%	-5%	-0.4
CC1=CC2=NC(=O)/C(=C/c3coc4ccc(Cl)cc4c3=O)C(=N)N2O1	?	-15%	-10	?	-3.8	16%	38%[activator]	-2.7
COC(=O)c1cn(C(=O)c2ccccc2)c2ccccc12	7%	-2%	1	14%	-0.5	-8%	-5%	-0.1
COc1ccc(S(=O)(=O)N2CCCCC2)cc1NC(=O)c1cccc(S(=O)(=O)N2CC(C)OC(C)C2)c1 (stereo unspecified)	2%	-2%	12	7%	1.6	?	-5%	-1.9
Cc1cc(=O)oc2cc(OC(C)C)ccc12	4%	3%	-2	4%	-1.2	-33%	-4%	-0.4
CCN(CC)S(=O)(=O)c1ccc2[nH]cc(C(=O)NCCC3=CCCCC3)c(=O)c2c1	7%	-10%	12	-10%	-0.6	-5%	-1%	-4.9
N=C(c1ccc([N+](=O)[O-])cc1)N1CCCCC1	3%	4%	2	13%	1.6	3%	-18%	-2.5
CCOC(=O)C1CCN(CCC(=O)Nc2ccc(C)c(C)c2)CC1	6%	-7%	3	3%	0.3	4%	3%	-1.5
CCCCn1c(SCC(=O)NC2CCCC2)nc2ccccc2c1=O	-4%	7%	-7	3%	-5.1	-11%	-3%	-0.8
CCOC(=O)c1cn(CC(=O)Nc2ccc(OC)cc2OC)nn1	2%	-6%	0	9%	-2.4	-17%	-10%	0.2
Cc1cc(C(=O)OCC(=O)Nc2ncc(C(F)(F)F)cc2Cl)c(C)o1	-4%	-20%	9	-11%	-3.0	10%	-11%	0.8
CCOc1ccccc1NC(=O)Nc1cc(OC)ccc1OC	7%	1%	nt	-18%	-1.1	-4%	-3%	-1.4
COc1ccccc1N/N=C1\COC(C)(C)CC1=O	-7%	-6%	0	-7%	2.4	-5%	3%	-1.4
Cc1ccc(CNC(=O)Cn2cnc3cc([N+](=O)[O-])ccc3c2=O)cc1	2%	-28%	9	-6%	-2.2	-15%	-7%	-2.0
Cc1ccc(/C([O-])=C(/C(=S)NCc2ccco2)[n+]2ccccc2)cc1[N+](=O)[O-]	-3%	-1%[11.6 µM]	-51*	-2%	-0.5	?	?	1.1
Cc1ccc(C)c(NC(=O)CCN2CCN(c3ccccc3F)CC2)c1	4%	-5%	-1	9%	-0.1	-22%	-13%	0.6
CCOC(=O)CSc1nnc(NC(=O)c2cccc(S(=O)(=O)N3CCCCC3)c2)s1	-3%	-13%[57.1 µM]	nt	4%	-1.4	18%	0%	0.3
O=C(COC(=O)/C=C/c1cc(Br)ccc1F)NC1CC1	2%	-6%	0	4%	-0.8	-12%	-6%	-0.3
O=C(c1cc([N+](=O)[O-])ccc1N1CCOCC1)N1CCN(c2ccc([N+](=O)[O-])cc2)CC1	3%	-3%	3	5%	-3.8	15%	-9%	-0.8
CC(=O)CCC1CC(c2ccc(Cl)cc2)=NO1 (stereo unspecified)	8%	-2%	-2	6%	0.1	-4%	-4%	1.7
O=C(O)C1C2C=CC(C2)C1C(=O)NC1CCN(Cc2ccccc2)CC1 (stereo unspecified)	-4%	1%	nt	3%	-1.2	4%	-7%	1.0
CC(C)Cc1nnc(NC(=O)CCC(=O)N2CCC(C)CC2)s1	9%	-3%	1	1%	-2.9	4%	0%	-1.8
O=C(c1ccc(C(F)(F)F)cc1)C1CCCN(C(=O)CCc2ccncc2)C1 (stereo unspecified)	-9%	3%	2	-12%	-2.2	8%	-4%	1.4
Cc1c(Cl)c([N+](=O)[O-])nn1CCCC(=O)Nc1cccc(Cl)c1	0%	4%	0	4%	1.0	-8%	-3%	-1.0
Cc1c(C(=O)NN2CCN(C)CC2)cccc1[N+](=O)[O-]	-5%	-2%	nt	-1%	5.0	6%	0%	0.2
Cc1cc(C(=O)N/N=C/c2ccccc2)c(C)o1	-2%	-11%	6	4%	-2.4	-11%	-2%	1.8
Cc1cc(C)c(S(=O)(=O)NCc2cccs2)cc1C	-14%	1%	6	3%	-1.5	-1%	2%	0.8
Cc1cccc(NC(=O)CCN2C(=O)C3C4C=CC(C4)C3C2=O)c1 (stereo unspecified)	6%	4%	nt	5%	-0.9	1%	-10%	-1.9
COc1ccccc1NS(=O)(=O)c1ccc(NN=C2CCCCC2)c([N+](=O)[O-])c1	5%	-1%	9	-3%	-0.7	-2%	-6%	-1.3
Cc1cccc(C)c1N(CC(=O)NC1CCCCC1)C(=O)c1csnn1	-5%	3%	2	4%	-0.9	-1%	-1%	-1.6
Nc1nc(=O)c2ccccc2s1	1%	-16%	6	10%	3.6	-9%	-10%	-3.1
CC[C@H](C)[C@@H](N)C(=O)NC[C@H]1O[C@@H](n2cnc3c(=O)[nH]c(N)nc32)[C@H](O)[C@@H]1O	-2%	-2%	2	3%	-0.5	-4%	-3%	-1.6
Cc1cc(Cl)ccc1OCCCC(=O)NNC(=O)c1ccncc1	-1%	9%	-1	4%	0.2	4%	-14%	-2.6
COc1ccc(-c2coc3cc(OC4OC(CO)C(O)C(O)C4O)cc(O)c3c2=O)cc1 (stereo unspecified)	-2%	12%	5	5%	0.4	2%	-7%	0.7
CC(=O)NC1=NN(C(C)=O)C(C)(CS(=O)(=O)c2ccc(C)c(C)c2)S1 (stereo unspecified)	7%	-9%	nt	10%	-0.5	5%	-2%	-0.9
CCOc1ccc(N(CC(=O)N2CCCC2)S(=O)(=O)c2ccc(Cl)cc2)cc1	2%	7%	5	17%	0.2	-10%	-17%	-0.2
CNC(=O)CC(=O)Nc1ccccc1C(=O)O	-5%	-4%	-12	-1%	-0.6	10%	2%	-0.7
CC(=O)c1c(N2CCN(Cc3ccc4c(c3)OCO4)CC2)nc(=S)n(-c2ccccc2)c1C	-3%	-3%	nt	7%	-0.7	11%	-13%	-1.7

A portion of the library; the hit share may differ from the screen's.
